# Screening results from PubChem BioAssay.
# Rin1-Abl PPI inh = inhibitors of human Rin1-Abl protein interaction. P00519+Q13671. TR-FRET Rin1/Abl binding, biochemical. actives 0.4% (n = 360,000). inhibition, % at 7.35 µM; in the data active means inhibition above about 5%, passing the limit was not always enough
# Rpn11 block = blocks the human proteasome subunit Rpn11; actives 0.59% (n = 360,000); calls only at 20 µM; O00487; AID 588493; human 26S proteasome, Ub4-pepOG fluorescence polarization; 20S core pre-blocked with epoxomicin;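 active means inhibition at 20 µM, scaled to each plate's controls, above about 33%, limit read from the data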
# Target sequence (O00487 whole entry, looked up): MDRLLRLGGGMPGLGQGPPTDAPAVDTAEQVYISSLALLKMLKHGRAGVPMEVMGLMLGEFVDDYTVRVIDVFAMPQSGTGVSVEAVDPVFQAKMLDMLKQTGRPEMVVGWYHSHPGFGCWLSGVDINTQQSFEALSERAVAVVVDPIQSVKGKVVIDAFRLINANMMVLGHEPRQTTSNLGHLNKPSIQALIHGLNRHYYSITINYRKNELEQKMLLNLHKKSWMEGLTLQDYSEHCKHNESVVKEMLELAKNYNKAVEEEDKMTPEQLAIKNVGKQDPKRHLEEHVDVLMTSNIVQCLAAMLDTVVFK
# CSN inh = CSN deneddylation inhibition; Q92905; Purified CSN, SCF-Nedd8-OG deneddylation, fluorescence polarization; inhibition, % at 12.5 µM; actives 0.38% (n = 360,000);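 active means pattern-corrected inhibition above about 35%, with an unprinted fluorescence ratio check between 0.5 and 1.5, limit read from the data, passing the limit was not always enough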;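 further: 0% = enzyme with substrate and 100% = substrate without enzyme; some results filed as inactive read as strong as hits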
#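 Assay system: purified human Csn5 enzyme expressed in HEK293T cells; measure: % inhibition; also added: SCFSkp2-Nedd8OG substrate at 10 nM final; technique: fluorescence polarization; times: reaction 90 min, room temperature; medium: Tris buffer pH 7.5, NaCl, DTT, Tween-20, trehalose, ovalbumin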
# STEP block = blocks human striatal-enriched tyrosine phosphatase; P54829; recombinant STEP, OMFP fluorogenic substrate, fluorescence; inhibition, % at 20 µM; actives 0.25% (n = 360,000); AID 588621;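 active means inhibition at 20 µM, scaled per plate between control wells, above about 37%, limit read from the data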;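 further: 0% = DMSO with enzyme and substrate and 100% = substrate only without enzyme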
# Target sequence (P54829 whole entry, looked up): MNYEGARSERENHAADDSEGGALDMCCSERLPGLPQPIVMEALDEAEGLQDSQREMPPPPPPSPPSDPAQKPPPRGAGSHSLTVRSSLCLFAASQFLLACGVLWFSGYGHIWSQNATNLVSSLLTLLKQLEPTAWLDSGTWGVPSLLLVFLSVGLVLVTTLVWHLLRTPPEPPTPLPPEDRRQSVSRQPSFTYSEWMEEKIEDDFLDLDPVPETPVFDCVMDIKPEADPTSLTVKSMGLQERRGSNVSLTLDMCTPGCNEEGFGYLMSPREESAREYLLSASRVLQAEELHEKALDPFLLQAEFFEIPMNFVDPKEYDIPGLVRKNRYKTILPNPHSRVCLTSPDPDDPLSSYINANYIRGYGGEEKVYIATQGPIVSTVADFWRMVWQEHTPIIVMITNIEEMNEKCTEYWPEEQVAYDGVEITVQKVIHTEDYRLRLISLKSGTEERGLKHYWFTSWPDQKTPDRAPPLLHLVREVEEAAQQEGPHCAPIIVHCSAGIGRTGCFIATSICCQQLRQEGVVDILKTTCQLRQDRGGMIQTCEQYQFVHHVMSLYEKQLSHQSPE
#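 System: isolated STEP enzyme; schedule: 20 min enzyme reaction at room temperature, protected from light; medium: Bis-Tris buffer pH 6.0, 2.5 mM DTT, 0.005% Tween 20; signal: fluorescence, 480/540 nm; dosing: single compound dose of 20 µM, 1% DMSO final; also added: OMFP substrate, 25 µM final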
# Neddylation inh = inhibitors of human cullin neddylation | P61081+Q13564 | actives 0.58% (n = 360,000) | TR-FRET cullin neddylation, biochemical | AID 651699 | calls only at 25 µM; in the data active means inhibition above about 36%
# Scp1 inh = Scp-1 (human) phosphatase inhibition | Q9GZU7 | Recombinant Scp1, phosphopeptide, malachite green phosphate absorbance | inhibition, % at 20 µM | actives 0.88% (n = 340,000);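 active means inhibition above about 50% at 20 µM, limit read from the data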;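 further: plate controls were DMSO wells with enzyme for no effect and wells lacking enzyme for full effect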
#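 Test system – truncated SCP-1 phosphatase (76-261aa) · Reagent – Phosphorylated 17-residue peptide substrate · Incubation – 45 min room-temperature reaction, 5 min colour, 30 min stabiliser · Detection – colorimetric phosphate reagent with accelerator and stabiliser, absorbance at 630 nm · Measure – % inhibition at 20 µM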
# LMPTP block = LMPTP (human) inhibition; P24666; recombinant LMPTP-A, OMFP fluorogenic substrate, fluorescence intensity; inhibition, % at 20 µM; actives 0.22% (n = 360,000);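 active means compounds that cut the enzyme signal by at least half of the control window in the single-dose screen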;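 further: plate controls were DMSO wells with enzyme plus substrate for no effect and substrate without enzyme for full effect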
# Target sequence (P24666 whole entry, looked up): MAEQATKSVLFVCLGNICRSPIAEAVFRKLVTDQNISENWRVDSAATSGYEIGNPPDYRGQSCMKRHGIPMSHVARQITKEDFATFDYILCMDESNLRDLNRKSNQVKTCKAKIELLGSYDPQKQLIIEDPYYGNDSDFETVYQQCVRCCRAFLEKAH
#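 Assay system: LMPTP-A enzyme. Input: 0.625 nM LMPTP-A final. Probe or stimulus: 400 µM OMFP. Compound dosing: single 20 µM dose. Schedule: 50 min dark incubation at room temperature. Detection: fluorescence intensity of OMFP turnover product. Read-out: percent inhibition versus substrate-only and uninhibited controls. Benchmarks: no-enzyme low control, uninhibited high control.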
# SUMO1 PPI mod = alters human SUMO1 binding to SIM partners; P63165; actives 0.33% (n = 360,000); SUMO1 binding to a labelled peptide, TR-FRET, 1 h; inhibition, % at 20 µM; in the data active means inhibition above about 37%
# DNMT1 block = blocks human DNA methyltransferase DNMT1 | P26358 | DNMT1 molecular beacon, Hinp1I cleavage, fluorescence | inhibition (reported as % activation of signal), % at 10 µM | actives 0.83% (n = 360,000) | AID 588458; in the data active means inhibition above about 50%
# NadD block = NadD (S. aureus) enzyme inhibition; AID 602399; inhibition, % at 20 µM; purified NadD enzyme, colorimetric absorbance read-out; actives 0.78% (n = 360,000); in the data active means inhibition above about 26%; further: some compounds past the cut are filed as inactive
# Numbers without * were called inactive; i = inactive; / = not tested or not shown; + = active, no number.
SMILES,Rin1-Abl PPI inh,Rpn11 block,CSN inh,STEP block,Neddylation inh,Scp1 inh,LMPTP block,SUMO1 PPI mod,DNMT1 block,NadD block
Cc1nc(OCc2ccccc2)c2ccccc2n1,-5,i,8,0,i,-5,-1.8,-2,-1,-4
Nc1nnc(COc2cccc(C(F)(F)F)c2)s1,2,i,-1,-1,i,-1,0.2,-3,-1,5
Cc1ccc(S(=O)(=O)N(CC(=O)NCC2CCCO2)C2CCCCC2)cc1 (configuration not stated),-13,i,0,-1,i,-3,-1.6,1,0,-2
O=[N+]([O-])c1ccc(N/N=C/c2ccc[nH]2)cc1,-4,+,16,2,i,9,6.4,-53,-16,1
CC(=O)c1ccc(N2C(=O)NC3(CCCCC3)C2=O)cc1,-1,i,-4,4,i,-10,-5.1,-1,4,-5
O=C(NCc1ccco1)c1ccc2sc([C@H]3C[C@H](O)[C@@H](CO)O3)nc2c1,2,i,3,3,i,/,-2.2,17,4,-4
C/C(=N\NC(=O)C1CC1)c1ccc2c(c1)OCCO2,-1,i,3,4,i,-9,0.0,-2,2,0
O=C1c2ccc([N+](=O)[O-])cc2C(=O)N1c1c[nH]c(=O)[nH]c1=O,6,i,-9,-2,i,1,0.8,-24,1,-6
CCN1CCN(C(=O)c2nn(C)c3c2CS(=O)(=O)c2ccccc2-3)CC1,0,i,-1,-2,i,-3,-0.2,0,2,0
CC1Cc2ccccc2N1S(=O)(=O)c1cccc(C(=O)NCc2ccccn2)c1 (configuration not stated),3,i,0,0,i,-2,1.2,1,-1,0
CC(C)CNC(=O)C1(C)CCCN1C(=O)c1ccncc1 (configuration not stated),0,i,5,-1,i,/,0.0,-6,1,-1
CC(C(=O)Nc1sccc1C(N)=O)N1C(=O)C2CC=CCC2C1=O (configuration not stated),0,i,2,0,i,-6,-1.4,-3,-2,-1
COC(=O)/C=C1/SC(=NC(=O)c2cccc([N+](=O)[O-])c2)NC1=O,-2,i,-4,0,i,-4,1.9,-17,-1,13
CC(C(=O)NCCCn1ccnc1)(c1ccccc1)c1ccccc1,-1,i,0,-2,i,-12,-5.2,-3,2,-4
CCNc1nc(OCCNC(C)=O)nc(N(C)C)n1,0,i,6,-2,i,16,-2.2,-2,-3,-3
COC(=O)c1[nH]c2cc(OC)ccc2c1NC(=O)CCN1CCN(Cc2ccc3c(c2)OCO3)CC1,-3,i,-1,-3,i,-4,-0.9,-3,-1,1
Cc1ccccc1NC(=O)Cc1nc(COC(=O)c2cc([N+](=O)[O-])ccc2N)cs1,-1,i,0,4,i,-9,2.0,-6,-3,5
CCOc1cc(C(c2c(C)[nH][nH]c2=O)c2c(C)[nH][nH]c2=O)ccc1OS(=O)(=O)c1ccccc1,2,i,4,0,i,16,2.8,8,-11,10
CCCCN(C)CCC(=O)Nc1ccc(C)cc1,0,i,1,-1,i,0,-2.1,0,2,3
CCO[C@H]1OC(C(=O)NCc2ccccc2)=C[C@@H](c2ccc(Br)cc2)[C@@H]1CCCO,1,i,-4,1,i,-7,1.2,14,-3,-9
N#C/C(=C\c1ccc(O)cc1)C(=O)NCc1cccc(Cl)c1,-1,i,-1,-1,i,-13,2.1,-24,-2,-2
CC1NC(=O)N(C)C2NC(=O)N(C)C(c3ccccc3)C12 (configuration not stated),0,i,-2,-1,i,-13,-0.6,-1,0,3
Cc1cccc(NC(=O)c2ccc(NS(=O)(=O)c3c(C)noc3C)cc2)c1,-2,i,1,-3,i,-2,1.3,2,4,-1
CN1CCN(C(=O)c2cc3ccccc3cc2O)CC1,-2,i,1,2,i,-4,0.7,0,2,-5
Cc1cccc(Nc2nc(-c3ccccc3)cs2)n1,0,i,6,-2,i,6,3.2,3,-9,-6
# Next part.
SMILES,Rin1-Abl PPI inh,Rpn11 block,CSN inh,STEP block,Neddylation inh,Scp1 inh,LMPTP block,SUMO1 PPI mod,DNMT1 block,NadD block
O=C(O)c1cccnc1C(=O)N1CCc2c([nH]c3ccccc23)C1C(F)(F)F (configuration not stated),2,i,3,-1,i,-7,0.0,0,-8,9
O=C(NCc1ccc(N2CCCC2=O)cc1)c1ccc(F)cc1,-3,i,-6,1,i,-2,-0.6,1,0,-6
O=C(CSc1ccc(-c2ccc(Cl)cc2)nn1)N1CCCc2ccccc21,-3,i,-3,3,i,-11,4.2,-4,-4,-5
COC(CNC(=O)c1cc(C)nn1-c1ccccc1)OC,0,i,-4,-2,i,-6,1.3,-1,-3,-4
O=C(Cc1n[nH]c(=O)c2ccccc12)OCC(=O)c1ccc(F)cc1,-1,i,-2,1,i,-6,-0.4,6,0,1
c1ccc(Cc2nc3ccccc3o2)cc1,0,i,3,0,i,1,-0.6,2,2,-1
COc1ccc2cc(C(=O)N3CCOCC3)sc(=O)c2c1OC,0,i,3,0,i,-2,0.1,-11,2,1
CCOc1ccc(C(=O)COC(=O)C2CCN(c3ccc(C(F)(F)F)cn3)CC2)cc1,5,i,-2,2,i,-1,2.9,6,0,13
O=C(C1COc2ccccc2O1)N1CCn2c(nc3ccccc32)C1 (configuration not stated),0,i,-5,7,i,4,-0.3,3,2,0
CCC(C)NC(=O)CSc1nc2ccccc2c(=O)n1-c1c(C)n(C)n(-c2ccccc2)c1=O (configuration not stated),-1,i,1,-1,i,-10,-0.9,2,0,-4
O=C(O)c1ccc2c(c1)ncn2C1CCCC1,2,i,-2,-2,i,-3,-0.8,0,-1,8
O=C(c1cc(C2CC2)nn1-c1ccccc1)N1CCN(S(=O)(=O)c2ccccc2)CC1,2,i,2,2,i,1,1.6,10,1,0
Cc1ccc(C2c3[nH]c4ccccc4c3C[C@H]3C(=O)N(c4ccccc4C(=O)N4CCC[C@H]4C(=O)O)C(=O)N23)cc1 (some centres not stated),0,i,-7,3,i,4,-0.5,7,-6,13
Cc1cc(NC(=O)c2cc(-c3ccccc3Cl)nc3ccccc23)no1,-1,i,6,-1,i,3,0.3,-2,-6,-11
COc1ccc(-c2nnc(-c3ccc(N)cc3)o2)cc1,-1,i,0,0,/,-2,0.2,4,-6,5
O=C(CSc1nnc(-c2cccnc2)n1Cc1ccco1)c1ccc2ccccc2c1,3,i,7,3,i,46,-0.4,-9,-8,25
CCn1nc(C)cc1-c1nnc(SCC(=O)Nc2ccccc2)n1CCCOC,-1,i,-2,0,i,-4,0.0,-8,3,-8
CCOC(=O)c1nn(-c2cccc(C)c2)c2nc(-c3ccccc3)c(C#N)c(=O)n12,0,i,-6,7,i,-14,-1.4,-1,14,2
CC1CCc2c(sc3nc(SCC(=O)O)n(-c4ccccc4)c(=O)c23)C1 (configuration not stated),-3,i,-1,-1,i,-8,-2.0,3,3,-5
CCOC(=O)C1CCNC(=O)C1=O (configuration not stated),1,i,0,2,i,-5,-1.2,5,5,0
CCOC(=O)C(NC(=O)Nc1ccc(F)cc1F)(Oc1ccc(F)cc1)C(F)(F)F (configuration not stated),-1,i,0,2,i,-8,-2.2,-2,-1,-4
Cn1c(=O)c2c(nc(N/N=C/c3ccc(OC(=O)c4ccco4)cc3)n2Cc2ccccc2)n(C)c1=O,-2,i,0,-1,/,-7,1.9,2,-4,10
Cc1cc(C)c(NC(=O)C2CCCCN2C)c(C)c1 (configuration not stated),-1,i,-1,1,i,-3,-0.7,1,0,3
CC(=O)c1ccc(NC(=O)C2CCCN(S(=O)(=O)c3ccc(-n4cnnn4)cc3)C2)cc1 (configuration not stated),-2,i,-1,-2,i,-4,0.5,-2,0,-1
Cc1ccc(N=C2NC(=O)CS2)c(C)c1,1,i,5,1,i,1,-2.6,1,1,4
# The list goes on:
SMILES,Rin1-Abl PPI inh,Rpn11 block,CSN inh,STEP block,Neddylation inh,Scp1 inh,LMPTP block,SUMO1 PPI mod,DNMT1 block,NadD block
O=C(Nc1cccc2cccnc12)c1ccccc1Cl,-1,i,4,1,i,-14,-0.4,-2,-1,-2
Cc1ccc(NS(=O)(=O)c2c(C)[nH]c(C)c2C(=O)N2CCCC2)cc1,1,i,-3,-3,i,-11,-0.4,-4,-1,0
CCC(C(=O)NCC1CCCO1)N(Cc1ccccc1)C(=O)CNS(=O)(=O)c1ccccc1 (configuration not stated),3,i,2,0,i,-10,0.6,3,0,-7
COc1ccc(/C=C/C(O)=C2/C(=O)NC3(C)CC2c2ccccc2O3)c(OC)c1OC (configuration not stated),-3,i,5,1,i,-7,1.3,-4,-2,-7
CCCCn1nnnc1NCc1ccc(OC)c(OC)c1OC,-5,i,4,0,i,-6,-0.7,2,1,-6
COc1ccc(C(=O)N2CCN=C2SCc2cccnc2)cc1OC,4,i,-4,-1,i,-15,-1.2,1,4,2
Cc1ccc2[nH]cc(CCNC(=O)C3CCCO3)c2c1 (configuration not stated),2,i,-2,0,i,-4,-0.8,5,2,1
CNS(=O)(=O)c1cccc(C(=O)NCC(c2cccs2)N(C)C)c1 (configuration not stated),0,i,1,-4,i,-7,-3.4,-2,0,0
O=C(Cc1ccccc1)NCCN1CCCC1,-4,i,4,3,i,1,4.2,3,-2,-3
CCOC(=O)Nc1ccc2c(C)cc(=O)oc2c1,4,i,-3,0,/,-4,-1.4,-2,7,-6

# Given bar-delimited: nine of the compounds above.
SMILES | Rin1-Abl PPI inh | Rpn11 block | CSN inh | STEP block | Neddylation inh | Scp1 inh | LMPTP block | SUMO1 PPI mod | DNMT1 block | NadD block
Cc1ccc(N=C2NC(=O)CS2)c(C)c1 | 1 | i | 5 | 1 | i | 1 | -2.6 | 1 | 1 | 4
O=C(Nc1cccc2cccnc12)c1ccccc1Cl | -1 | i | 4 | 1 | i | -14 | -0.4 | -2 | -1 | -2
Cc1ccc(NS(=O)(=O)c2c(C)[nH]c(C)c2C(=O)N2CCCC2)cc1 | 1 | i | -3 | -3 | i | -11 | -0.4 | -4 | -1 | 0
CCC(C(=O)NCC1CCCO1)N(Cc1ccccc1)C(=O)CNS(=O)(=O)c1ccccc1 (configuration not stated) | 3 | i | 2 | 0 | i | -10 | 0.6 | 3 | 0 | -7
COc1ccc(/C=C/C(O)=C2/C(=O)NC3(C)CC2c2ccccc2O3)c(OC)c1OC (configuration not stated) | -3 | i | 5 | 1 | i | -7 | 1.3 | -4 | -2 | -7
CCCCn1nnnc1NCc1ccc(OC)c(OC)c1OC | -5 | i | 4 | 0 | i | -6 | -0.7 | 2 | 1 | -6
COc1ccc(C(=O)N2CCN=C2SCc2cccnc2)cc1OC | 4 | i | -4 | -1 | i | -15 | -1.2 | 1 | 4 | 2
Cc1ccc2[nH]cc(CCNC(=O)C3CCCO3)c2c1 (configuration not stated) | 2 | i | -2 | 0 | i | -4 | -0.8 | 5 | 2 | 1
CNS(=O)(=O)c1cccc(C(=O)NCC(c2cccs2)N(C)C)c1 (configuration not stated) | 0 | i | 1 | -4 | i | -7 | -3.4 | -2 | 0 | 0
